CASP6 VEID inh: blocks human caspase-6 cleavage activity | P55212 | purified caspase-6, Z-VEID-R110 cleavage fluorescence | inhibition, % at 12.5 µM | 350,000 compounds, 0.53% hits | AID 686996;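 active means mean inhibition across replicates at least about 35%, with every replicate also reaching that limit, limit read from the data; inconclusive means only one of the two criteria met; inactive means neither criterion met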;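 further: 0% = median of neutral control wells and 100% = no fluorescence left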
esBAF inh: inhibitors of esBAF chromatin remodeling in mouse ES cells. Bmi1-luciferase knock-in reporter, 24 h; 100% = twice the neutral-well signal. reporter increase, % at 12.5 µM. 350,000 compounds, 2% hits; in the data active means activation above about 40%; inconclusive means no clear call, values can overlap the other calls;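 further: 0% = median of the plate's neutral control wells and 100% = double that signal; a rise in the Bmi1 reporter signal indicates esBAF inhibition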
PglD DTNB: blocks C. jejuni PglD acetyltransferase activity; 360,000 compounds, 0.098% hits; purified PglD enzyme, DTNB colorimetric CoA detection; inhibition, % at 12.5 µM; AID 602405; in the data active means inhibition above about 16%, passing the limit was not always enough; inconclusive means no clear call, values can overlap the other calls; further: strong numbers were not always called active
RAD54 branch: inhibitors of human RAD54 branch migration; 360,000 compounds, 0.14% hits; RAD54 Holliday junction branch migration, FAM/BHQ fluorescence; inhibition, % at 10.4 µM; Q92698;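 active means mean normalized replicate activity at least 40 and at least half of replicates scoring 40 or more; inconclusive means only one of the two criteria met; inactive means mean below 40 and under half of replicates reaching 40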;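 further: 0% = median of neutral control wells and 100% = median of positive control wells; inhibitors cause a drop in the FAM fluorescence signal; in these data hits start at about 50%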
RAD52 inh: inhibitors of human RAD52 DNA annealing; P43351; inhibition, % at 18.7 µM; AID 651710; recombinant RAD52 DNA annealing, FRET fluorescence; 360,000 compounds, 0.46% hits;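 active means every replicate showing at least 50% inhibition; inconclusive means mean inhibition at least 50% but not in every replicate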
ERp5 inh: inhibitors of human ERp5 | Q15084 | inhibition, % at 9.99 µM | AID 651711 | ERp5 insulin aggregation, absorbance 650 nm, 90 min | 350,000 compounds, 0.05% hits;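 active means mean replicate inhibition above about 25%, with every replicate also reaching it, limit read from the data, passing the limit was not always enough; inconclusive means only one of those two criteria met; inactive means neither criterion met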
Target sequence (Q15084 whole entry, looked up): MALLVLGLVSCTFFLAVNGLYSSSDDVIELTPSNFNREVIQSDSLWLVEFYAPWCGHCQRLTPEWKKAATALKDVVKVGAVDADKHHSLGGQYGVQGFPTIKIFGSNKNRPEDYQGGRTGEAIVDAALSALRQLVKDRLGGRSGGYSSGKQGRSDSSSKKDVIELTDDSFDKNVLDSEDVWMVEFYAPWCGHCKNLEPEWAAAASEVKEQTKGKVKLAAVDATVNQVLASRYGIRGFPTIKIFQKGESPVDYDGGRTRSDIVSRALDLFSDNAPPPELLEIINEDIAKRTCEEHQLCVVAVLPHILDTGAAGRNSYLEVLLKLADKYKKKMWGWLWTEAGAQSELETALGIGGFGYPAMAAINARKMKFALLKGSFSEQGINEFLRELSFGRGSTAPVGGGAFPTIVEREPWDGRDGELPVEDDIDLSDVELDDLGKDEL
E-sel inducer: induces E-selectin expression in human endothelial cells | 260,000 compounds, 0.37% hits | P16581 | activation, % at 7.58 µM | HUVEC E-selectin immunofluorescence imaging; normalized: neutral wells 0, TNF-alpha wells 100;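 active means mean E-selectin-positive cell signal at least 10% of the positive control, reached in at least 60% of replicates, without over 20% cell loss; inconclusive means no rule given, readout overlaps actives, possibly toxicity-flagged; inactive means the rest, including those meeting only one limit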;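 further: in these data hits start at about 27%; measured in HUVEC primary endothelial cells; signal is the percent of cells scored E-selectin positive by PE staining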
Target sequence (P16581 whole entry, looked up): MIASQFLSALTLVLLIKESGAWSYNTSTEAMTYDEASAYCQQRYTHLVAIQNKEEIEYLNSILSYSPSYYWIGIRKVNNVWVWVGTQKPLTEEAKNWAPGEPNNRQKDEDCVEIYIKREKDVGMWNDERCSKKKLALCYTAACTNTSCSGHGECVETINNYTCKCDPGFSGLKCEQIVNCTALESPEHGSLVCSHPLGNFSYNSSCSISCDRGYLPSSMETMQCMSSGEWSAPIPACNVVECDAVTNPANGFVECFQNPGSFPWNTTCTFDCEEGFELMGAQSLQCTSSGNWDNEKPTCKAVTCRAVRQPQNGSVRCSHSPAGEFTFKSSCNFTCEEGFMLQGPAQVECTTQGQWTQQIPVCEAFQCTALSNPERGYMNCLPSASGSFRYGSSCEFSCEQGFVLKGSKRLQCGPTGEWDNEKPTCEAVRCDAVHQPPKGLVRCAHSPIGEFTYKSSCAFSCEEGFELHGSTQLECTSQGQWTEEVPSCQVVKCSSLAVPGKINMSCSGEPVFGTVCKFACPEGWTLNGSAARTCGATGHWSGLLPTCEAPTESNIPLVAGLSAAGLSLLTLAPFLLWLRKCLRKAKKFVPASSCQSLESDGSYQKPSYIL
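Read-out: % PE-positive cells | Test system: HUVEC | Doses: One compound dose added by pin transfer | Buffer or medium: EGM-2 over gelatin coat | Signal: Immunofluorescence imaging | Benchmarks: TNF-alpha, DMSO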
ARNT TACC3 PPI: disruptors of human ARNT/TACC3 interaction; Q9Y6A5; AlphaScreen His-ARNT PAS-B/GST-TACC3 binding, luminescence; TACC3 fragment carries E629A point mutation; inhibition, % at 9.99 µM; 390,000 compounds, 0.66% hits;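 active means mean inhibition of replicates at least 50% and at least half of replicates each reaching 50%; inconclusive means half or more replicates reach 50% but mean below 50%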;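 further: 0% = complete ARNT plus TACC3 wells and 100% = ARNT alone without TACC3; many hits fall short of the cut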
An asterisk follows results filed as active; ? = inconclusive; nt = not tested or not shown. This is a random part of the collection; about 3.2% have a hit in one of these screens.

Sample of the layout (3 entries):
Every second line gives: CASP6 VEID inh, esBAF inh, PglD DTNB, RAD54 branch, RAD52 inh, ERp5 inh, E-sel inducer, ARNT TACC3 PPI
> CCC(=O)Nc1ccc2c(c1)C(=O)N(C)[C@H]1CC[C@H](CC(=O)NC3Cc4ccccc4C3)O[C@@H]1CO2
    -2, -2, 2, -16, 6, 2, 0.1, -2
> CCc1ccc(N2CC34C=CC(O3)C(C(=O)OC(C)C)C4C2=O)cc1 (stereo not given)
    -1, -7, 2, 0, -15, -1, 0.1, nt
> CC(C)Oc1cccc(C(=O)C2CCCN(Cc3cnc(N4CCCC4)s3)C2)c1 (stereo not given)
    -1, nt, nt, nt, 0, -4, nt, -3

The list itself, from the first entry:
Every second line gives: CASP6 VEID inh, esBAF inh, PglD DTNB, RAD54 branch, RAD52 inh, ERp5 inh, E-sel inducer, ARNT TACC3 PPI
> CCC(=O)Nc1ccc2c(c1)C(=O)N(C)[C@H]1CC[C@H](CC(=O)NC3Cc4ccccc4C3)O[C@@H]1CO2
    -2, -2, 2, -16, 6, 2, 0.1, -2
> CCc1ccc(N2CC34C=CC(O3)C(C(=O)OC(C)C)C4C2=O)cc1 (stereo not given)
    -1, -7, 2, 0, -15, -1, 0.1, nt
> CC(C)Oc1cccc(C(=O)C2CCCN(Cc3cnc(N4CCCC4)s3)C2)c1 (stereo not given)
    -1, nt, nt, nt, 0, -4, nt, -3
> CCN(CC)c1ccc(C(=O)NNC(=O)c2ccc3c(=O)n4c(nc3c2)CCC4)cc1
    0, 11, 1, -2, -4, 1, 1.9, -10
> COc1cccc(C(=O)Nc2cc(OC)ccc2NC(=O)c2ccco2)c1
    0, 1, 5, -4, -19, 2, -0.3, 3
> CC(=O)N1CN(S(=O)(=O)c2ccc(C)cc2)CC1C (stereo not given)
    2, 5, -4, 7, -6, 1, nt, -4
> S=c1[nH]nc(-c2cccc(Cl)c2)n1/N=C/c1ccc(-c2ccccc2Br)o1
    4, -2, -3, -5, -15, 1, 0.1, -8
> O=C(CSc1nc2ccccc2c(=O)n1CCCO)N1CCc2ccccc21
    -4, -2, 6, 5, -10, 8, 3.0, -5
> O=C(COC(=O)CNS(=O)(=O)c1ccc(F)c(F)c1F)NC1CC1
    -3, nt, 0, -2, -8, -2, -0.3, -4
> CN(CC(=O)Nc1ccc(OC(F)F)cc1)S(=O)(=O)/C=C/c1ccccc1
    0, 2, 1, -12, -9, 2, -0.2, 3
> COc1ccc(-c2csc3ncnc(N4CCN(S(=O)(=O)c5cccc(F)c5)CC4)c23)cc1
    9, nt, nt, nt, -8, -4, 0.0, 2
> Cc1ccccc1-n1ccnc1SCC(=O)NC1CCCC1
    -7, -6, -1, -5, 13, -1, nt, -6
> C[C@@H]1CCCCO[C@@H](CN(C)C(=O)C2CCCCC2)[C@@H](C)CN([C@@H](C)CO)C(=O)c2cc(NC(=O)CCCN(C)C)ccc2O1
    nt, 5, 0, -3, nt, nt, 0.6, -3
> O=C(Cc1ccncc1)Nc1ccc2c(c1)[C@H]1C[C@@H](CC(=O)NC3CCCCC3)O[C@H](CO)[C@H]1O2
    -1, 1, -2, 2, -23, 2, 0.6, -8
> CN(C)C(=O)CN1C(=O)NC(c2ccccc2)(c2ccccc2)C1=O
    4, -2, 0, 5, 5, 1, nt, -1
> CSC1=NCCN1C(=O)C12CC3CC(CC(C3)C1)C2
    4, nt, nt, nt, -14, 2, -0.5, -2
> CCCN(C)C[C@@H]1Oc2cc(C#Cc3cccc(F)c3)ccc2S(=O)(=O)N([C@@H](C)CO)C[C@@H]1C
    -1, 0, -1, -6, -16, -5, 0.4, 3
> COc1ccc(Cl)cc1C(=O)NCCCSc1ccccc1
    -2, -8, -3, -4, -5, 0, 2.6, -13
> O=C(c1ccco1)N1CCN(C(=O)C2CCN(S(=O)(=O)c3cccs3)CC2)CC1
    nt, 4, -3, 4, nt, nt, nt, 3
> C[C@@H]1CN([C@H](C)CO)C(=O)c2cc(NC(=O)Nc3ccc(C(F)(F)F)cc3)ccc2O[C@@H]1CN(C)Cc1ccc(C(F)(F)F)cc1
    -2, 0, 0, -3, -20, -1, -0.2, -1
> Nc1ncnc2c1ncn2[C@@H]1O[C@H](CNC(=O)[C@@H](N)Cc2ccc(C(F)(F)F)cc2)[C@@H](O)[C@H]1O
    -1, -1, 0, 1, -18, 7, 0.1, 0
> Cc1ccc(S(=O)(=O)Nc2cc3c4c(c2)CCC(=O)N4CCC3)cc1
    3, -8, nt, nt, -30, 1, -1.0, 3
> CO[C@H]1CN(C)C(=O)c2cc(NC(=O)c3ccccc3)ccc2OC[C@@H](C)N(C(C)=O)C[C@@H]1C
    nt, 0, -2, -21, 44, -7, nt, -13
> Nc1ccc2nc(SCc3ccccc3F)sc2c1
    2, nt, nt, nt, -11, -4, nt, 4
> CC(C)c1ccc(OCC(=O)Nc2ccc(S(=O)(=O)Nc3ccccn3)cc2)cc1
    -1, 1, 3, 14, -9, 0, 1.9, -8
> CCOC(=O)c1nn(-c2ccc(OC)cc2)c(=O)c2c(N)scc12
    45*, -1, 5, -9, -26, -2, nt, 18
> O=C(O)CSc1c2c(nc3cc(C(=O)Nc4cccc(C(F)(F)F)c4)ccc13)CCC2
    79*, 1, -4, -17, -28, -4, nt, 5
> Cc1ccc(SCC(=O)OCC(=O)NCC2CCCCC2)cc1C
    4, -4, 0, 6, -1, -6, nt, 13
> CCCNC(=O)N(C)C[C@H]1Oc2ncc(C#C[C@H](C)O)cc2C(=O)N([C@@H](C)CO)C[C@@H]1C
    -3, 1, -1, -1, 6, 3, -0.3, -6
> C=C(C)Cn1c(-c2cccs2)n[nH]c1=S
    0, 2, -2, -4, -4, -4, 0.1, 1

For reference, part of the list above.
Every second line gives: CASP6 VEID inh, esBAF inh, PglD DTNB, RAD54 branch, RAD52 inh, ERp5 inh, E-sel inducer, ARNT TACC3 PPI
> CCC(=O)Nc1ccc2c(c1)C(=O)N(C)[C@H]1CC[C@H](CC(=O)NC3Cc4ccccc4C3)O[C@@H]1CO2
    -2, -2, 2, -16, 6, 2, 0.1, -2
> CCc1ccc(N2CC34C=CC(O3)C(C(=O)OC(C)C)C4C2=O)cc1 (stereo not given)
    -1, -7, 2, 0, -15, -1, 0.1, nt

Additional results
Every second line gives: CASP6 VEID inh, esBAF inh, PglD DTNB, RAD54 branch, RAD52 inh, ERp5 inh, E-sel inducer, ARNT TACC3 PPI
> CN(C)C(=O)C[n+]1cccc(/C=N/O)c1
    -60, -8, -5, 4, -51, 1, nt, -1
> CC1=C([N+](=O)[O-])C(c2ccccc2C(F)(F)F)NC(=O)N1C (stereo not given)
    0, 0, nt, nt, -14, 4, 0.4, 1
> CC(C)(C)c1nc(-c2ccccc2)nc2c1OCCC2
    0, 5, 2, -11, -2, -3, 0.0, 1
> Cc1nc(COc2ccc(C(=O)Nc3ccccc3N3CCOCC3)cc2)cs1
    -5, 9, 8, -1, -6, 1, nt, 2
> CCOC(=O)COc1ccc(Br)cc1/C=C1\SC(N)=NC1=O
    1, -3, 6, 11, -1, 6, -0.1, 4
> Cc1ccc(S(=O)(=O)N2CCN(S(C)(=O)=O)C2C)cc1 (stereo not given)
    -4, nt, nt, nt, -15, 0, 0.4, -4
> Cc1ccc(S(=O)(=O)N(C)Cc2nc(-c3ccncc3)no2)cc1
    nt, -4, -6, -15, nt, nt, nt, -4
> Cn1nc(C(=O)OCC(=O)Nc2ccccc2[N+](=O)[O-])c2ccccc2c1=O
    -4, -3, -2, -12, 0, -2, nt, -14
> COc1ccccc1NC(=O)N1c2ccccc2NC(=O)CC1C (stereo not given)
    -3, -5, -1, 2, -19, 0, 3.6, -6
> COc1ccc(-c2csc(NC(=O)CSc3nnc(Nc4ccccc4C)s3)n2)cc1
    -7, nt, nt, nt, -11, 0, nt, -12
> N/C(=N\OC(=O)c1cccc2ccccc12)c1ccccn1
    2, nt, 9, ?, -11, 2, 0.0, -1
> C/C=C/c1ccc([C@H]2[C@H](CO)N3C(=O)CN(Cc4ccc(C)cc4)C[C@@H]23)cc1
    -2, nt, nt, nt, 0, -1, 0.6, nt
> O=C(NN1CCOCC1)c1ccccc1F
    2, -7, 0, -7, -10, 6, 0.1, -4
> CCOC(=O)c1ccc(NC(=O)CSc2nc(C)cc(=O)[nH]2)cc1
    nt, -8, -1, 2, nt, nt, nt, -3
> CCCCNC(=O)CSc1nc2n[nH]c(C)c2c(=N)n1-c1cccc(Cl)c1C
    nt, -3, 6, 2, nt, nt, nt, -11
> Cc1cccc(CSc2ncc(CO)n2C)c1
    nt, 23, 5, 3, nt, nt, nt, -3
> C[C@H](CO)N1C[C@H](C)[C@@H](CN(C)S(=O)(=O)c2ccccc2F)Oc2ncc(C#Cc3ccccc3F)cc2C1=O
    3, -3, 0, -9, -7, -7, -0.3, -7
> C[C@H](CO)N1C[C@H](C)[C@@H](CN(C)C(=O)Nc2cccc3ccccc23)Oc2ccc(NC(=O)C3CCCCC3)cc2C1=O
    nt, 0, 0, 4, nt, nt, -0.2, nt
> CCNC(=S)N1CCN(CC(=O)Nc2ccc(Br)cc2)CC1
    nt, nt, 6, -6, nt, nt, 1.7, 8
> O=C(C[C@H]1C=C[C@@H](NS(=O)(=O)c2cccc(F)c2)[C@H](CO)O1)N1CCCCC1
    1, -3, 1, 4, -12, 0, -0.3, nt
> CCOc1ccc(N2CC(C(=O)Nc3ccccc3F)CC2=O)cc1 (stereo not given)
    nt, 3, -2, 0, nt, nt, nt, -7
> C#CCSc1[nH]c(=O)cc(C)c1C#N
    2, nt, nt, nt, -7, -2, nt, 5
> C/C=C/c1cnc2c(c1)C(=O)N([C@@H](C)CO)C[C@@H](C)[C@@H](CN(C)C(=O)Nc1ccc(OC)cc1)O2
    0, -3, -8, 6, -9, 7, 1.0, 4
> CCNC(=O)Nc1ccc2c(c1)C(=O)N(C)[C@@H]1CC[C@H](CC(=O)NCC3CC3)O[C@H]1CO2
    nt, -2, 2, 0, nt, nt, 0.0, 0
> Cc1cc(NC(=O)Cn2c(C)nc3ccccc3c2=O)ccc1Br
    nt, -7, -4, -1, nt, nt, nt, -3
> C[C@H](CO)N1C[C@H](C)[C@@H](CN(C)C(=O)Cc2ccccn2)Oc2cc(C#C[C@@H](C)O)ccc2S1(=O)=O
    2, -1, 1, 5, -3, -7, -0.1, 3
> CCOC(=O)CC/C(C)=N\N=C1\SC(CC(=O)O)C(=O)N1c1ccccc1 (stereo not given)
    -5, -16, nt, nt, -20, 0, -0.4, -13
> CC(=O)N1C[C@@H]2[C@H](c3ccccc31)[C@H](CO)N2C(=O)Nc1ccc(F)cc1
    1, -6, 1, 3, 5, -5, 0.1, 4
> O=C(CCNS(=O)(=O)c1ccccc1C(F)(F)F)N1CCN(S(=O)(=O)c2cccc(Cl)c2)CC1
    0, 3, nt, nt, -5, -5, -2.5, -1
> Cc1cc(C(=O)CN2C(=O)NC(CC(C)C)C2=O)c(C)n1C1CC1 (stereo not given)
    -5, 43*, -9, -1, -3, -1, -1.8, 4

High-throughput results deposited in PubChem BioAssay by Broad Institute.
